NOD2 inhibition – NOD2 signaling inhibitors, cell-based, luminescence, uHTS, HEK293 (AID 1566) | HEK293 NOD2/NF-kB luciferase reporter, luminescence; higher % means a stronger effect | one-dose inhibition, % at 4 µM; EC50 in µM for titrated hits | 0.63% of 290,000 active; in the data active = inhibition above about 50%; also: many of its hits are not listed in these tables
Autophagy HCS – alters autophagy in cells; calls only at 10 µM (by protocol); MEF GFP-LC3 puncta imaging; test concentration mostly 10 µM; 0.98% of 190,000 active; AID 463193;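 active = percentage of spot-positive cells more than 3 SD above its plate mean, without a fluorescence outlier flag or 80% toxicity; inconclusive = no clear call, values can overlap the other calls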;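 also: spot-positive cell cutoff set from DMSO-treated cells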
Lipid droplet – modulators of hepatic lipid droplet formation | AML12 mouse hepatocytes, oleate lipid droplets, BODIPY imaging | inhibition, % at 6.5 µM | 0.4% of 240,000 active;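 active = lipid droplet intensity inhibited by at least 50%, with more than 500 cells counted; inconclusive = wells with under 300 cells, treated as cytotoxic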
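Test system: AML12 mouse liver cells; schedule: overnight exposure; technique: high-content imaging of BODIPY-stained droplets and DAPI nuclei; read-out: % inhibition of corrected integrated BODIPY droplet signal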
Dynein cargo inh – blocks dynein driven cargo transport along microtubules | 3617.4 mouse cells, GR-EGFP nuclear translocation imaging; test concentration mostly 20 µM; stimulated with dexamethasone, 1 µM; hits give low values | 0.47% of 220,000 active | AID 1381 | z-score, hits read low;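 active = plate z-score of nuclear minus cytoplasmic receptor signal below a set negative limit, without overly bright fluorescence or cell loss, cut at about -3.5 in these data, passing the limit was not always enough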;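 also: z-score of nuclear minus cytoplasmic ring GR-EGFP intensity difference per well; some compounds called inactive have numbers as strong as hits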
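Also added: dexamethasone, 1.0 µM final. Medium: tet-free, stripped-serum medium. Detection: fixed, Hoechst-stained cells imaged at 10x for EGFP. Read-out: nuclear-to-cytoplasmic GR-EGFP distribution per well. Times: induction 48 h, compound 1 h, agonist 30 min.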
Insulin prom up – MIN6 insulin promoter up-regulation. MIN6 insulin promoter-GFP reporter, high-content imaging; hits give high values. z-score at 5 µM. 0.3% of 190,000 active. AID 1625;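 active = z-score above 3 at 5 µM with at least 500 cells counted in the well; inconclusive = wells under 500 cells, flagged as cytotoxic or low count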
Yfh1-depleted yeast – enhancers of respiration in Yfh1-depleted yeast, dose response, Friedreich's ataxia, plus single-dose screen (AID 1465); fold induction at 50 µM, or EC50 in µM where a hit was titrated; 0.074% of 220,000 active; S. cerevisiae Yfh1-off respiration, WST-1 reduction, 72 h; higher fold induction means a stronger effect;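 active = fold induction of absorbance versus untreated yeast above a set limit, then at least 30% activation at any dose in follow-up; inconclusive = repeats straddling the limit, or above it without dose testing; inactive = fold induction below the set limit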;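 also: activators that raise dye reduction in frataxin-depleted yeast; strong numbers were not always called active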
WT yeast gro inh – growth inhibition of WT yeast, mitochondrial fusion screen; mitochondrial fusion phenotypic screen, WT strain; inhibition, % at 10 µM; 2.1% of 190,000 active; in the data active = inhibition above about 58%; tested in S. cerevisiae
bCat nuc transl – beta-catenin nuclear translocation modulation; HeLa beta-catenin nuclear translocation, immunofluorescence imaging; nuclear translocation activity, % at 5 µM; 0.3% of 190,000 active;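 active = nuclear translocation activity above 50% at 5 µM, with a well cell count of 50 or more; inconclusive = wells under 50 cells across six images, flagged as toxic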;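 also: per-cell ratio of nuclear to cytoplasmic median beta-catenin stain intensity; plate controls were DMSO negative control for no effect and GSK-3 inhibitor IX positive control for full effect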
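Test system: human HeLa cells, endogenous beta-catenin. Times: 24 h compound exposure, 37°C. Measured by: beta-catenin immunofluorescence imaging with DAPI.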
MT stabilizer – microtubule stabilization, imaging screen; HeLa tubulin immunostaining HCS, 24 h; share of cells brighter than vehicle mean+2SD; % tubulin-high responders, % at 10 µM; 0.83% of 200,000 active; AID 2205;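 active = plate Z-score above 3 for both tubulin-high and condensed-nucleus cell shares, with cell loss under 80%, at 10 µM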;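 also: anti alpha tubulin signal scored within the nucleus-defined area of each cell; some results filed as inactive read as strong as hits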
WT yeast gro inh mutant strain – further read-out of WT yeast gro inh, marked with its call; inhibition, %; mitochondrial fusion phenotypic screen, mutant strain inhibition
Dynein cargo inh cytoplasmic EGFP – second read-out of Dynein cargo inh, no call of its own (marks repeat the call); z-score; measured here: cytoplasmic GR-EGFP intensity; hits give high values
Dynein cargo inh nuclear GR-EGFP – second read-out of Dynein cargo inh, no call of its own (marks repeat the call); z-score; measured here: nuclear GR-EGFP intensity;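 lower value marks the stronger effect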
Dynein cargo inh cell count – further read-out of Dynein cargo inh, marked with its call; z-score; measured here: cell count per field
Insulin prom up cell count – recorded beside Insulin prom up, whose call it bears; cell count; measured here: cytotoxicity, nuclei count;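 total cells summed across four imaged fields per well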
Lipid droplet cells 6.5 µM – second read-out of Lipid droplet, no call of its own (marks repeat the call); cell count; measured here: cell count, cytotoxicity flag;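 cells counted across two imaged fields per well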
bCat nuc transl cell count 5 µM – recorded beside bCat nuc transl, whose call it bears; cell count; measured here: cell count, cytotoxicity flag
MT stabilizer Hoechst-high % – recorded beside MT stabilizer, whose call it bears; % Hoechst-high responders; measured here: nuclear condensation Hoechst responders;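 share of cells brighter than vehicle mean plus two SD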
MT stabilizer cytotoxicity % – further read-out of MT stabilizer, marked with its call; toxicity, %; measured here: cytotoxicity by cell density;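 0% = mean cell density of plate MIN control wells and 100% = no cells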
Autophagy HCS cell loss 18 h – second read-out of Autophagy HCS, no call of its own (marks repeat the call); toxicity, %; measured here: cell loss, nuclei count;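 cell loss after 18 h compound exposure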
Active calls of the source: *; i = inactive; ? = inconclusive; nt = not tested or not shown; + = active, no number. An excerpt; rates above refer to the full screens.

Each structure is followed by: Yfh1-depleted yeast | Lipid droplet | WT yeast gro inh | bCat nuc transl cell count 5 µM | Dynein cargo inh | Lipid droplet cells 6.5 µM | Insulin prom up | WT yeast gro inh mutant strain | MT stabilizer cytotoxicity % | Insulin prom up cell count | MT stabilizer Hoechst-high % | Autophagy HCS | MT stabilizer | NOD2 inhibition | Autophagy HCS cell loss 18 h | bCat nuc transl | Dynein cargo inh nuclear GR-EGFP | Dynein cargo inh cell count | Dynein cargo inh cytoplasmic EGFP
O=C(N=C1c2ccccc2CN1c1ccccc1)c1cccc([N+](=O)[O-])c1
    i | 0.9 | 3.0 | 564 | 0.991 | 739 | -0.14 | -9.1 | 12.1 | 1139 | 2.2 | i | 3.6 | -21.0% | -3.4 | -2.0 | 0.601 | -0.537 | -0.193
CC(C)(C)NC(=O)c1ccc2c3c(cccc13)CC2
    i | -1.3 | -5.3 | 1002 | -0.394 | 651 | -0.22 | -8.7 | 6.1 | 1503 | 1.7 | i | 3.2 | 1.6% | 14.9 | -2.6 | -0.108 | -0.00486 | -0.127
COc1ccc(OCC(=O)NNC(=O)c2ccc(-c3ccccc3)cc2)cc1
    nt | nt | 11.0 | nt | -0.61 | nt | nt | -17.9 | 6.3 | nt | 2.0 | i | 3.3 | 13.3% | 15.6 | nt | -0.806 | 1.05 | -0.184
COc1ccccc1N1CCN(C(=O)c2ccc3nc[nH]c3c2)CC1
    i | -2.2 | -0.8 | 880 | 0.28 | 672 | nt | -11.5 | 6.5 | nt | 2.0 | i | 4.4 | 10.7% | -20.9 | 1.4 | -0.0575 | -0.238 | -0.327
O=C(CSc1nnc(-c2ccncc2)n1Cc1ccco1)Nc1nccs1
    i | -1.1 | -1.1 | 1267 | -0.302 | 756 | 0.73 | -16.9 | 6.2 | 1205 | 1.9 | i | 2.7 | 9.5% | -11.8 | -3.5 | -0.797 | 0.522 | -0.287
Cc1nc(CCNC(=O)Cc2ccccc2)cs1
    i | nt | 7.7 | 949 | -0.298 | nt | 0.61 | 22.0 | 5.8 | 1496 | 2.2 | i | 1.1 | -4.8% | -2.9 | -3.8 | 0.0644 | 0.0934 | 0.114
CCN(CC(=O)Nc1ccc2c(c1)OCCO2)S(=O)(=O)c1ccc(C)cc1
    i | -2.6 | 45.6 | 1171 | -0.771 | 800 | -0.91 | 22.5 | 8.8 | 940 | 1.8 | i | 2.9 | 3.7% | 5.4 | -4.6 | -0.188 | 2.05 | -0.274
CCOC(=O)c1c(NC(=O)CSc2nc(C)cc(C)c2C#N)sc(C(C)=O)c1C
    nt | nt | -7.0 | 977 | -0.0331 | nt | -0.95 | -27.2 | 0.3 | 1086 | 5.1 | + | 8.9 | 8.9% | 22.9* | -1.2 | 0.325 | -0.745 | -0.159
Cc1ccc(C2CC(=O)C(C=NCCN3CCN(C(=S)Nc4ccc(F)cc4)CC3)=C(O)C2)cc1 (stereo not drawn)
    i | -0.5 | 8.4 | 1194 | 0.49 | 748 | 0.47 | -8.9 | 5.2 | 1048 | 1.1 | i | 1.5 | 14.6% | 41.0 | 1.8 | 0.949 | -1.07 | -0.179
C#CCOCCOCCOCCNc1nc(N2CCN(C(=O)[C@H](CCC(=O)O)n3cc(C(N)Cc4ccc(O)cc4)nn3)CC2)nc(N2CCN(C(=O)[C@H](Cc3cc4ccccc4[nH]3)n3cc(C(N)[C@H](C)CC)nn3)CC2)n1 (stereo partly drawn)
    nt | 20.1 | -1.9 | 1162 | -0.907 | 767 | 1.46 | 6.0 | 3.2 | 1512 | 0.9 | i | 1.8 | 16.8% | 1.0 | -1.2 | -0.217 | 0.362 | -0.301
c1cncc(-c2nc(N3CCOCC3)c3ccccc3n2)c1
    i | 12.3 | -7.2 | 961 | -0.463 | 737 | 0.25 | 13.7 | 5.7 | 798 | 2.3 | i | 2.0 | -0.5% | -2.3 | -1.9 | 0.0513 | 0.225 | -0.0518
Cc1cc(C)c(S(=O)(=O)NCc2ccc3c(c2)cc(C)n3C)c(C)c1
    i | -15.0 | -9.3 | 1121 | -0.0829 | 710 | 0.14 | -3.7 | 14.7 | 2169 | 6.8 | i | 7.8 | -12.9% | 3.8 | -1.9 | 0.0914 | 0.153 | -0.143
Cc1ccoc1C(=O)Nc1cccc(Oc2ccccc2)c1
    i | -0.8 | 7.3 | 1053 | -0.229 | 770 | 0.94 | 20.3 | 10.3 | 772 | 1.3 | i | 1.0 | -122.6% | -5.5 | 1.4 | 0.00922 | 0.641 | -0.262
COc1ccccc1N1CCN(C(=O)Cc2cccs2)CC1
    i | -3.6 | -9.8 | 1066 | 0.827 | 693 | 1.33 | -15.3 | 4.9 | 770 | 2.6 | i | 3.3 | 2.6% | -15.5 | -1.2 | 0.584 | -0.282 | -0.312
O=C(Nc1sc2c(c1C(=O)O)CCCCC2)c1ccccc1F
    i | 32.5 | -2.7 | 921 | -0.54 | 684 | nt | 12.1 | 5.9 | nt | 2.9 | i | 3.7 | 22.3% | -5.4 | -4.1 | -0.259 | 0.506 | -0.35
O=c1c(-c2ccccc2)c(O)nc2ccccn12
    i | nt | -8.5 | 755 | 0.639 | nt | 0.73 | -9.8 | 5.3 | 1117 | 0.8 | i | 1.9 | 6.7% | 8.3 | -3.4 | 0.429 | -1.16 | 0.0569
CNNC(=S)Nc1cccc(C(F)(F)F)c1
    i | 1.2 | nt | 1151 | -0.0626 | 716 | -0.46 | nt | nt | 1377 | nt | nt | nt | 8.3% | nt | -1.9 | 0.0136 | -0.418 | -0.181
O=c1[nH]c2cc3c(cc2cc1CN(CC1CCCO1)S(=O)(=O)c1ccc(Cl)cc1)OCCO3 (stereo not drawn)
    i | -21.8 | -2.3 | 1156 | -0.359 | 679 | -0.06 | -5.2 | 10.4 | 1239 | 1.6 | i | 5.7 | -38.2% | 5.3 | -1.0 | -0.158 | 0.289 | -0.41
O=C1C(Cl)=C(Nc2ccccc2O)C(=O)N1c1ccccc1
    ? | nt | 0.3 | 953 | -2.06 | nt | 0.09 | 6.4 | 6.3 | 1281 | 1.2 | i | 2.7 | -22.2% | 12.6 | -2.3 | -1.19 | 1.4 | 0.2
COc1ccccc1CNC(=O)COC(=O)c1cc(-c2ccco2)nc2ccccc12
    i | 16.9 | 2.4 | 1301 | 0.272 | 760 | -0.27 | 13.3 | 8.7 | 957 | 1.5 | i | 2.8 | -0.1% | -7.1 | -0.8 | 0.268 | -0.347 | -0.0764
O=C1/C(=C/c2ccco2)SC(=S)N1CC1CCCO1 (stereo not drawn)
    i | -5.6 | nt | 1292 | -0.92 | 780 | -0.23 | nt | nt | 1116 | nt | nt | nt | -2.1% | nt | 0.1 | -0.822 | 0.578 | -0.131
O=C(Nc1ccc(Cc2ccncc2)cc1)c1ccc(Cl)c([N+](=O)[O-])c1
    i | nt | 7.5 | 1336 | -0.29 | nt | -0.12 | -1.7 | 6.4 | 1426 | 2.1 | i | 1.8 | -15.6% | 27.3 | -1.9 | -0.233 | 0.265 | -0.193
CN(C)c1nc(N/N=C/c2ccccc2O)nc(Nc2ccc(F)cc2)n1
    i | 6.0 | 34.0 | 1121 | 1.46 | 622 | -1.85 | 32.1 | 9.6 | 1074 | 1.0 | i | 1.4 | 7.6% | 33.1 | 0.9 | 1.05 | -1.03 | -0.271
CN(CC(=O)Nc1ccc(OC(F)(F)F)cc1)C1CCCCC1
    i | 2.0 | -7.7 | 1106 | -0.597 | 669 | -0.51 | -19.7 | 0.5 | 1095 | 2.2 | i | 1.6 | 4.5% | 2.4 | -3.2 | -0.455 | -0.548 | -0.133
Cn1c(Cl)c(/C=N/OC(=O)C(C)(C)C)c2ccccc21
    i | 9.0 | 0.1 | 1033 | -0.531 | 665 | 0.67 | 7.4 | 5.7 | 1612 | 1.8 | i | 2.2 | 2.3% | 10.1 | -2.5 | -0.169 | 0.796 | -0.301
Cc1c(Cl)cccc1NC(=O)CC(C(=O)O)C1CCCO1 (stereo not drawn)
    i | nt | -17.4 | 1067 | -0.0836 | nt | 0.26 | -23.4 | 11.1 | 1374 | 2.9 | i | 3.9 | 4.5% | 1.9 | -3.1 | 0.414 | -0.704 | -0.165
Cc1ccccc1Cn1nc(C)c(NC(=O)c2cc3n(n2)C(C(F)F)CC(C(F)F)N3)c1C (stereo not drawn)
    i | -9.1 | 2.2 | nt | -0.252 | 712 | nt | 17.1 | 10.2 | nt | 1.4 | i | 3.6 | 15.3% | -6.8 | nt | -0.0997 | 0.0319 | -0.195
CCCc1[nH]nc2c1C1(C(=O)N(CC)c3ccccc31)C(C#N)=C(N)O2 (stereo not drawn)
    i | nt | nt | 934 | -0.559 | nt | 0.83 | nt | 9.0 | 1204 | 1.7 | i | 1.3 | 1.4% | -20.7 | -2.9 | -0.236 | 1.32 | -0.0927
COC(=O)Cn1c(=NC(=O)c2nc3ccccc3s2)sc2cc(S(N)(=O)=O)ccc21
    i | -2.1 | -0.4 | 950 | -0.0896 | 416 | 0.56 | -36.5 | 5.7 | 1343 | 2.6 | i | 6.0 | -5.2% | -4.7 | 1.2 | -0.262 | -0.0265 | -0.284

Source: PubChem
